# CHO-K1 Ca ag – M1 agonist counterscreen hit in parental CHO-K1 cells; activation, % at 3 µM; Fluo-8 calcium fluorescence; scaled to maximal ATP response, vehicle zero; 0.48% of 360,000 active; AID 602248; in the data active = activation above about 15%;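 note: untransfected CHO-K1 host cells lacking M1 receptor as counterscreen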
# M1 antag – blocks human M1 muscarinic receptor; CHO-K1 hM1, Fluo-8 calcium fluorescence, ACh EC80 antagonist; inhibition, % at 3 µM; 1.3% of 360,000 active; AID 588852;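 active = percent inhibition above its own plate's cutoff, namely the mean of that plate's compound wells plus 3 SD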;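 note: peak over basal fluorescence ratio during 140 s after agonist addition; 0% = ACh EC80 plus DMSO and 100% = DMSO alone without agonist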
# Target sequence (P11229 whole entry, looked up): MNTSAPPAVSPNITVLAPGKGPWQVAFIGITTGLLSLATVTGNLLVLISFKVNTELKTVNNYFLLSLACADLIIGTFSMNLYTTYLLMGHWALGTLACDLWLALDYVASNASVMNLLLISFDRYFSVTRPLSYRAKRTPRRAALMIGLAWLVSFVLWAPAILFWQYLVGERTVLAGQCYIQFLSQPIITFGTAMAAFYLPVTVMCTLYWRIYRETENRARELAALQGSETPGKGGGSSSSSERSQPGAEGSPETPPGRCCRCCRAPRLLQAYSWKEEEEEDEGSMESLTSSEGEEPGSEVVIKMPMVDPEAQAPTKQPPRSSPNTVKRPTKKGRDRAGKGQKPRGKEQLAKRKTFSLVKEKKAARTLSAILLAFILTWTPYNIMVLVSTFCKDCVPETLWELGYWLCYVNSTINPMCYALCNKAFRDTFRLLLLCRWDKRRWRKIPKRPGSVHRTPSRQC
# M1 PAM parental – counter-screen for M1 PAMs: effect in parental CHO-K1 cells; ATP EC20, Fluo-8 calcium fluorescence; 0% at ATP EC20, 100% at ATP max; activation, % at 3 µM; 0.02% of 360,000 active; AID 602247;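 active = activation above the run cutoff, the mean activation of all test compounds plus 3 SD, cut at about 40% in these data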;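 note: peak over basal fluorescence ratio in a 140 s read after ATP addition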
# CHO parental Ca – signal in parental CHO cells, OX1R antagonist counter-screen. parental CHO-K1, ATP-induced calcium, Fluo-8 fluorescence. inhibition, % at 5.6 µM. 0.63% of 330,000 active. AID 463079;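 active = inhibition above that plate's mean sample inhibition plus 3 SD, cut at about 26% in these data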;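 note: 0% = ATP-challenged DMSO wells and 100% = DMSO wells without ATP; some compounds past the cut are filed as inactive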
#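 Test system: untransfected parental CHO cell line; also added: ATP stimulus; dosing: 5.6 µM, single dose; signal: calcium-sensitive Fluo-8 fluorescence; measure: percent inhibition of ATP-evoked calcium rise, normalized to controls; benchmarks: low control ATP plus DMSO, high control DMSO only; replication: one well per compound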
# CHRM1 PAM – positive allosteric modulators of human M1 muscarinic receptor; activation, % at 3 µM; CHO-K1 hM1, Fluo-8 calcium fluorescence, ACh EC20; 0% = ACh EC20, 100% = maximal ACh; P11229; 0.088% of 360,000 active; in the data active = activation above about 19%, passing the limit was not always enough
# TAAR1 antag – human TAAR1 antagonism. Q96RJ0. 1.5% of 360,000 active. inhibition, % at 3 µM. CHO RD-HGA16 TAAR1, Fluo-8 calcium fluorescence, antagonist;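 active = inhibition above a per-plate cutoff, the mean inhibition of test compounds on that plate plus 3 SD, cut at about 49% in these data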;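 note: 0% = DMSO plus EC80 beta-PEA response and 100% = DMSO alone without agonist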
# Target sequence (Q96RJ0 whole entry, looked up): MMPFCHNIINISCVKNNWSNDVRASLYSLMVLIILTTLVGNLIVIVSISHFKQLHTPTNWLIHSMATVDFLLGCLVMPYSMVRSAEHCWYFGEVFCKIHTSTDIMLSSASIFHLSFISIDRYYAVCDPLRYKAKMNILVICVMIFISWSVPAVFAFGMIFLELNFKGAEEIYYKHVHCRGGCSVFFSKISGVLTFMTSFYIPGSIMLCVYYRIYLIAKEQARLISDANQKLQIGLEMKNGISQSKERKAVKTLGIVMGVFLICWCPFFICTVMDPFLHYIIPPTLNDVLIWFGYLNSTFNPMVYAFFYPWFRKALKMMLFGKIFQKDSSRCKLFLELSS
#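 Test system: hTAAR1-expressing CHO RD-HGA16 cells, Gα16-coupled; Probe or stimulus: EC80 β-phenethylamine stimulus; Compound dosing: single nominal final test compound concentration of 3 µM; Timing: 140 s kinetic read after compound, 140 s after agonist; Signal: Fluo-8 calcium-sensitive fluorescence; Measure: % inhibition of agonist calcium response; Controls: DMSO and EC80 PEA controls.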
# CHRM1 agonist – agonists of human M1 muscarinic receptor. P11229. CHO-K1 hM1, Fluo-8 calcium fluorescence, agonist mode; 0% DMSO, 100% acetylcholine EC100. activation, % at 3 µM. 0.33% of 360,000 active;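 active = activation above the run's mean compound activation plus 3 SD, cut at about 16% in these data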;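 note: peak over basal fluorescence ratio within a 140 s kinetic read after compound addition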
# TAAR1 ag – human TAAR1 agonism. Q96RJ0. 0.99% of 360,000 active. AID 624467. activation, % at 3 µM. CHO RD-HGA16 TAAR1, Fluo-8 calcium fluorescence; vehicle wells 0%, saturating PEA agonist 100%;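 active = activation above the mean activation of all test compounds in the run plus 3 SD, cut at about 38% in these data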
#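 System: CHO-derived RD-HGA16 cells with stable Gα16 and human TAAR1 / Times: 17-24 h plating, Fluo-8 75 min 37 °C, 30 min RT / Technique: calcium-sensitive Fluo-8 signal, excitation 470-495, emission 515-575 nm / Measure: % activation relative to PEA EC100 response / Benchmarks: DMSO and PEA EC100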
# CHO-K1 Ca antag – nonselective inhibitor or artifact in parental CHO-K1 cells | AID 602250 | inhibition, % at 3 µM | 0.6% of 360,000 active | ATP-induced calcium, Fluo-8 fluorescence;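 active = inhibition above a per-plate cutoff, the plate's mean sample inhibition plus 3 SD, cut at about 24% in these data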;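 note: 0% = DMSO plus EC80 ATP and 100% = DMSO alone without ATP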
# * = called active by the depositor; x = no result given. An unsorted share of the library. About 4.4% of those tested had a hit in this group.
SMILES,CHO-K1 Ca ag,M1 antag,M1 PAM parental,CHO parental Ca,CHRM1 PAM,TAAR1 antag,CHRM1 agonist,TAAR1 ag,CHO-K1 Ca antag
O=C(OCN1C(=O)c2ccccc2C1=O)c1ccco1,1.1,-8,19,-6,6,-12,-1,3,-16
CCCCNc1c(-c2ccc(-c3ccc(OC)cc3)c(OC)c2)nc2ccccn12,2.7,29,-4,48,-15,72*,-5,7,-3
C[C@@]12CCC=C[C@H]1[C@H](c1ccc3ccccc3c1/C=C/c1ccccc1)N(Cc1ccccc1)C2=O,0.5,-1,9,-19,9,-7,-1,1,-6
N#Cc1ccccc1Cn1c(=O)n(Cc2ccc(C(=O)NCc3ccco3)cc2)c(=O)c2sccc21,0.8,-9,13,5,6,-32,1,-2,1
COC(=O)c1ccc(CSc2ncnc3sc(C)c(C)c23)o1,1.6,3,8,-7,-7,1,-7,12,-16
CCOC(=O)C1CCCN(S(=O)(=O)c2cn(C)c(=O)n(C)c2=O)C1 (stereo not given),0.2,-17,21,-7,8,-11,2,1,-9
O=S(=O)(Nc1ncccn1)c1ccc(NS(=O)(=O)c2cccc(Cl)c2Cl)cc1,12,-2,22,-3,4,-8,-6,13,-15
COc1ccc([N+](=O)[O-])cc1/C=N/NC(=O)c1nonc1N,1.1,4,15,0,4,-8,-3,4,-11
O=C(C[C@H]1C(=O)N(CCc2ccccc2)C[C@@H]1Cc1ccccc1)Nc1ccccc1,-0.5,-1,-4,-31,0,22,-5,15,-6
COc1cc(CNS(=O)(=O)c2ccc3c(c2)CC(C)N3C(=O)C2CCC2)cc(OC)c1OC (stereo not given),7.7,13,-27,-10,-6,-1,0,3,-13
CN1CCN(S(=O)(=O)c2ccc(NC(=O)c3ccco3)cc2)CC1,0.2,-1,-3,7,10,7,-4,1,8
CCn1c2ccccc2c2cc(/C=N/O)ccc21,-1.2,-16,-4,5,8,12,-2,13,14
CC1(C)N=C(N)N=C(N)N1c1ccc(OCC(=O)Nc2ccccc2)c(Cl)c1,0.3,-6,7,x,-4,-14,-7,1,-1
COc1ccc2nc(/C=N/NC(=O)CCCCCNC(=O)OC(C)(C)C)ccc2c1,6.7,13,-11,6,-8,-22,0,2,-1
CC(C)Cc1nc(SCC(=O)N2CCOCC2)c2c(=O)n(C)c(=O)n(C)c2n1,8.5,-5,-25,-11,6,12,-2,0,19
Cc1ccc(S(=O)(=O)CCC(=O)OCC(=O)Nc2ncc(Cl)cc2Cl)cc1,0.1,-9,16,-8,9,-6,-3,-2,-1
O=C(CSc1nnc(-c2ccco2)c(-c2ccco2)n1)c1ccccc1,0.4,5,1,-16,0,-19,-6,1,4
COc1ccc(C(=O)NCCCc2ccccc2)cc1OC,0.2,-14,-3,-6,8,-10,-2,6,1
CC(C)(C)c1ccc(C(=O)N2CCC2(C)C(=O)Nc2ccc3[nH]ncc3c2)cc1 (stereo not given),3.5,5,-9,x,2,8,3,13,3
CC1(C)Cc2c(C#N)c(SCCC#N)nc(N3CCOCC3)c2CS1,1.8,-16,15,-2,5,-9,-2,9,-26

# Profiles, looked up by structure. Order of screens: CHO-K1 Ca ag	M1 antag	M1 PAM parental	CHO parental Ca	CHRM1 PAM	TAAR1 antag	CHRM1 agonist	TAAR1 ag	CHO-K1 Ca antag
# COc1ccc2nc(/C=N/NC(=O)CCCCCNC(=O)OC(C)(C)C)ccc2c1 is entered as 6.7	13	-11	6	-8	-22	0	2	-1
# CCCCNc1c(-c2ccc(-c3ccc(OC)cc3)c(OC)c2)nc2ccccn12 is entered as 2.7	29	-4	48	-15	72*	-5	7	-3
# O=C(C[C@H]1C(=O)N(CCc2ccccc2)C[C@@H]1Cc1ccccc1)Nc1ccccc1 is entered as -0.5	-1	-4	-31	0	22	-5	15	-6
# CCn1c2ccccc2c2cc(/C=N/O)ccc21 is entered as -1.2	-16	-4	5	8	12	-2	13	14

# Further compounds
SMILES,CHO-K1 Ca ag,M1 antag,M1 PAM parental,CHO parental Ca,CHRM1 PAM,TAAR1 antag,CHRM1 agonist,TAAR1 ag,CHO-K1 Ca antag
COC(=O)C1=C(N)Oc2cc(C)n(CCN3CCOCC3)c(=O)c2C1c1cccnc1 (stereo not given),-0.3,4,-6,-10,-1,4,-2,1,15
O=C(NCCN1CCN(Cc2ccccc2)CC1)c1ccc(CS(=O)(=O)c2ccc(Br)cc2)o1,1.2,-19,18,-6,3,-15,-5,2,-4
O=c1[nH]c2ccc(Cl)cc2c(-c2ccccc2)c1CN1CCOCC1,0.0,-4,22,-2,11,14,-8,9,-1
Cc1ccc(C)c(NC(=O)Cn2cc(C(=O)C3CC3)c3ccccc32)c1,2.7,-2,6,-24,8,5,6,0,25*
CCSc1nnc(NC(=O)CSc2nc3c(c(=O)n2-c2ccccc2)SCC3)s1,0.3,-6,20,-13,6,5,-5,3,-10
CCCCCCSc1nsc(NC(C)=O)n1,0.3,-6,-9,-9,7,7,-2,-1,14
COc1cccc(-c2ccc3ncnc(NCc4cc(C)cs4)c3c2)c1,0.3,-12,22,-42,8,18,-6,0,-17
CC1CCC2(CC1)NC(=O)N(CC(=O)NC1(C#N)CCCCC1)C2=O (stereo not given),3.1,-13,18,1,11,-11,-3,-1,-7
COC(C(=O)Nc1ccc(NC(=O)C(OC)c2ccccc2)cc1)c1ccccc1 (stereo not given),0.9,-8,10,2,2,-13,2,4,-4
O=C(Nc1cccc(OC(=O)c2cccnc2)c1)c1cccnc1,5.3,-1,18,-8,0,-1,1,4,-21
CCn1cc(C(=O)O)c(=O)c2cc(F)c(N3CCN(C(=S)NC(=O)c4cccc(F)c4)CC3)cc21,0.8,-18,-7,-3,14,-17,-1,0,-1
N#C/C(=C\c1ccc(Cl)cc1)C(=O)Nc1cccnc1,-0.1,-18,-5,7,9,-5,-4,1,4
C[C@H](CO)N1C[C@H](C)[C@H](CN(C)S(=O)(=O)c2ccc(F)cc2)OCc2cnnn2CCCC1=O,1.5,-9,24,x,0,-7,-6,6,-10
O=[N+]([O-])c1ccccc1S(=O)(=O)N1CCN(C2CCCC2)CC1,0.1,-8,3,x,7,-18,-5,3,-2
COc1cccc(-c2nn(-c3ccccc3)cc2CO)c1,1.3,6,-6,-8,-8,6,-1,6,14
CCN(CC(=O)NC1CCS(=O)(=O)C1)S(=O)(=O)c1ccccc1 (stereo not given),0.0,-2,-11,-1,0,-18,-1,3,20
CC(C)n1nnnc1SCC(=O)Nc1ccccc1F,0.8,1,4,3,2,-4,-3,-1,-13
CC(=O)c1c(C)[nH]c(C(=O)OCC(=O)N(C)c2c(N)n(Cc3ccccc3)c(=O)[nH]c2=O)c1C,0.2,-8,3,-4,5,-10,-3,1,1
O=C(CSc1nc(=O)n(CCCN2CCOCC2)c2c1CCC2)Nc1ccc(F)cc1F,0.5,-9,1,-24,9,-24,-7,1,-1
CN(C)C1(CNC(=S)Nc2ccccc2C(F)(F)F)CCCCC1,1.6,6,15,6,-6,-7,50*,6,-7
CC1=C(C(=O)OCc2ccc3c(c2)OCO3)C(c2ccc(O)c([N+](=O)[O-])c2)NC(=O)N1 (stereo not given),0.3,-5,24,-7,6,-17,-5,7,-10
CCOc1ccc(C(=O)NCCO)cc1,0.2,2,7,3,1,5,-6,2,7
O=C1CSC(c2ccc([N+](=O)[O-])cc2)N1Cc1ccccc1 (stereo not given),0.8,2,12,x,2,-12,-8,-1,-6
COc1nc(-c2ccc(Cl)cc2)ccc1-c1noc(-c2cccs2)n1,0.6,-3,15,-15,8,16,-2,2,-8
Cc1nn(-c2ccc(F)cc2)c2nc(N)c(C#N)c(-c3cccs3)c12,0.6,14,-3,-23,-1,34,-4,0,-12
Cc1oc(-c2ccccc2F)nc1CS(=O)CC(=O)NCc1ccccn1 (stereo not given),-0.2,-2,0,-13,6,-6,-3,0,-13
CN(C)C(CNC(=O)c1ccc([N+](=O)[O-])cc1Cl)c1ccco1 (stereo not given),0.4,-9,-10,-14,-2,-6,-10,-3,9
CNC[C@H]1Oc2ccc(NC(=O)C3CCCCC3)cc2CC(=O)N([C@H](C)CO)C[C@@H]1C,-0.3,-12,0,-6,11,13,-3,-1,-2
CCCNC(=O)c1cc(C2CCCCN2S(=O)(=O)Cc2cccc(C(F)(F)F)c2)on1 (stereo not given),0.1,-14,13,x,1,-8,-8,0,-11
Cc1cc(=O)[nH]c(CN2CCOCC2)n1,-0.5,-4,-2,-7,5,-9,-2,7,3
CC(C)(C)n1nc2c(c1NC(=O)c1ccc(Cl)c([N+](=O)[O-])c1)CS(=O)(=O)C2,0.1,9,-8,1,2,6,1,1,1
Cc1ccc(C)c(/C(O)=C2\C(=O)C(=O)N(CCCn3ccnc3)C2c2cccnc2)c1 (stereo not given),0.0,-10,14,-8,6,-14,-1,11,-7
CCOc1ccc(-n2c(=O)c3sccc3n(CC(=O)NC3CCCCC3)c2=O)cc1,0.9,0,7,-12,9,-17,2,1,3
O=C(Nc1cccnc1)Nc1ccc(Cl)cc1Cl,3.1,-3,23,-12,3,-4,-4,17,-1
O=c1[nH]c(C2CCN(S(=O)(=O)c3ccccc3F)CC2)nc2c1nnn2Cc1ccc(F)cc1,-0.5,7,-18,-21,-4,-1,0,-4,2
N#CCCN(C(=O)COC(=O)c1cc2ccccc2oc1=O)c1ccccc1,0.8,-8,-7,-9,8,-6,-4,5,-15
CCCCCN(C(=O)CCC(=O)OCc1ccc(C(C)(C)C)cc1)c1c(N)n(CCCC)c(=O)[nH]c1=O,0.9,-7,-7,6,5,-29,-6,3,-6
O=C(CCn1nc(-c2ccc(Cl)cc2)ccc1=O)NCc1cccnc1,0.3,4,14,-8,2,-1,-6,0,-22
COc1ccc(N(CC(=O)NCc2ccccc2)S(=O)(=O)c2c(C)nn(C)c2C)cc1,0.5,-7,11,-7,1,-10,-5,0,0
O=C(NCCCN1CCCC1=O)c1cccc(S(=O)(=O)N2CCN(c3ccccc3)CC2)c1,0.6,20,-6,-3,1,-16,-1,1,-1
CCCC(NC(=O)Cc1c(C)c2cc3c(C)c(C)oc3c(C)c2oc1=O)C(=O)N[C@@H](Cc1ccccc1)C(=O)O (stereo not given in full),0.0,-11,15,-1,8,3,-2,1,0
CCC1NC(=O)c2cc3ccccc3cc2-n2c1nc1ccc(F)cc1c2=O (stereo not given),0.9,-16,12,x,5,11,-4,0,-3
COCCN(Cc1ccc(C)cc1)C(=O)[C@H]1O[C@@H](n2ccc(=O)[nH]c2=O)[C@H](O)[C@@H]1O,0.4,-4,8,x,3,-4,-2,2,7
N#Cc1nc(-c2ccccc2F)oc1N1CCCCC1,-0.8,-10,-10,6,15,-10,-2,-2,5
CC1(C)CC(=O)C(C=NCCN2CCNCC2)=C(O)C1,0.1,0,-1,10,4,16,-12,0,12
O=C(NCC1CCCO1)C1CCCN(S(=O)(=O)c2cccc3nsnc23)C1 (stereo not given),-0.2,2,1,-9,-2,9,-4,2,1
